Xi reactivation – activators of inactive X chromosome reactivation, primary screen, imaging, XiGFP fibroblasts, GFP high-content imaging, set 2. XiGFP mouse fibroblasts, % GFP-positive cells imaging, 3 d; cells co-treated with 5-aza-dC sensitizer; scaled so ellipticine positive control = 100%. activation, % at 7.58 µM. hit rate 0.055% among 360,000. AID 743238, 2013;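 active means mean normalized replicate activation at least 10% and every replicate at or above 10%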;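 further: 0% = median of on-plate neutral control wells and 100% = ellipticine 6 µM median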
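Material: XiGFP fibroblasts, SV40-immortalized. Buffer or medium: DMEM plus 5-aza-dC sensitizer. Compound: single concentration per compound, delivered by pin transfer. Times: 3 days compound exposure. Controls: ellipticine 6 µM.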
ARNT-TACC3 inh – disruptors of ARNT/TACC3 protein interaction, primary screen, biochemical, AlphaScreen, single concentration | Transforming acidic coiled-coil-containing protein 3 (Homo sapiens), Q9Y6A5 | AlphaScreen His-ARNT PAS-B/GST-TACC3 binding, luminescence; TACC3 fragment carries E629A point mutation | hit rate 0.66% among 390,000 | AID 623870, 2012 | inhibition, % at 9.99 µM;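 active means mean inhibition of replicates at least 50% and at least half of replicates each reaching 50%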;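 further: 0% = complete ARNT plus TACC3 wells and 100% = ARNT alone without TACC3; many hits fall short of the cut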
esBAF inh – Bmi1 luciferase reporter increase in mESCs, primary screen, esBAF inhibitor project, mouse ES cells, Bmi1 luciferase knock-in, single point | reporter increase, % at 12.5 µM | hit rate 2% among 350,000 | 24 h; 100% = twice the neutral-well signal | AID 602393, 2012; in the data active means activation above about 40%;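 further: 0% = median of the plate's neutral control wells and 100% = double that signal; a rise in the Bmi1 reporter signal indicates esBAF inhibition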
ERAP1 inh – human ERAP1 aminopeptidase inhibitors, primary screen, biochemical, single point, plate reader; Endoplasmic reticulum aminopeptidase 1 (Homo sapiens), Q9NZ08; recombinant ERAP1, Leu-AMC fluorescence, 60 min; inhibition, % at 10.7 µM; hit rate 0.15% among 340,000; AID 652197, 2013;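 active means mean replicate inhibition of at least 30%, or all replicates individually reaching that 30% level; inactive means mean below 30% and not every replicate reaching it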;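 further: 0% = neutral control wells and 100% = L-leucinethiol positive control wells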
GSIS activator – GLuc luminescence reporter in INS-1E cells, primary screen for activators of glucose-dependent secretion of insulin | AID 743287, 2014 | hit rate 0.61% among 370,000 | activation, % at 16.6 µM | INS-1E GLuc reporter insulin secretion, 2-3 h;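 active means lowest replicate activation of at least 40%, so every replicate reaches that level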;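 further: 0% = median of neutral control wells and 100% = median of IBMX positive control wells; some compounds called inactive have numbers as strong as hits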
RAD54 branch – inhibitors of human RAD54 branch migration, primary screen, biochemical, fluorescence, single point. DNA repair and recombination protein RAD54-like (Homo sapiens), Q92698. RAD54 Holliday junction branch migration, FAM/BHQ fluorescence. inhibition, % at 10.4 µM. hit rate 0.14% among 360,000. AID 602329, 2012;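 active means mean normalized replicate activity at least 40 and at least half of replicates scoring 40 or more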;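 further: 0% = median of neutral control wells and 100% = median of positive control wells; inhibitors cause a drop in the FAM fluorescence signal; in these data hits start at about 50%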
RAD52 inh – RAD52 DNA annealing inhibitors, primary screen, biochemical, FRET, single point, set 2; DNA repair protein RAD52 homolog (Homo sapiens), P43351; recombinant RAD52 DNA annealing, FRET fluorescence; inhibition, % at 18.7 µM; hit rate 0.46% among 360,000; AID 651710, 2012;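 active means every replicate showing at least 50% inhibition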
Target sequence (P43351 whole entry, looked up): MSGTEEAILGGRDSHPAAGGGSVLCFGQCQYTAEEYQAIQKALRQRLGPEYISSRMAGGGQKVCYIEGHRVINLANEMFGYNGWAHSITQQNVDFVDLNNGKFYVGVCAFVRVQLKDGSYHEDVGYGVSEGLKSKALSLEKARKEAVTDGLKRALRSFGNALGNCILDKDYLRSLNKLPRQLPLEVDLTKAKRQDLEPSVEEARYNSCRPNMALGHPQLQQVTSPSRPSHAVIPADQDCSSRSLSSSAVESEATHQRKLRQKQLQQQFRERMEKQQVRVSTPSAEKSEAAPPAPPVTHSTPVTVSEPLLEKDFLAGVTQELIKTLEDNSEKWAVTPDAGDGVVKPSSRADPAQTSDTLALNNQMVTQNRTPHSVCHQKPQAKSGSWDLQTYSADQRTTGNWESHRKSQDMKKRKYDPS
CFTR F508del cor – F508del CFTR correction, initial screen, CFBE line, single point; CFBE cells, YFP halide quenching; stimulated with forskolin plus potentiator P3; % fluorescence drop versus neutral controls; activity (quench increase), % at 7.58 µM; hit rate 0.36% among 350,000; AID 720511, 2013;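 active means mean added fluorescence quench of at least 8% versus neutral control, with both replicates also reaching 8%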;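 further: cells transiently co-express mutant CFTR-F508del with the halide-sensitive YFP; corrector assay measuring rescue of mutant channel to the surface after 24 h compound exposure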
Starred values were filed as active, the others as inactive; . = no result given; & = joins results of further samples.

SMILES	Xi reactivation	ARNT-TACC3 inh	esBAF inh	ERAP1 inh	GSIS activator	RAD54 branch	RAD52 inh	CFTR F508del cor
COc1cc(/C=N/n2c(-c3ccc4c(c3)NC(=O)CO4)csc2=Nc2cccc(C)c2)ccc1O	0.0	3	-2	.	-1	-6	.	.
O=C(CSc1ncc(C(F)(F)F)cc1Cl)N1CCN(S(=O)(=O)c2ccc3ccccc3c2)CC1	.	1	.	4	1	.	5	-0.3
COc1ccc(C(=O)Nc2ccnn2C2CCN(Cc3ccc4nonc4c3)CC2)cc1	0.0	.	-3	-5	.	-16	-13	5.2
Cc1ccc(S(=O)(=O)N[C@@H]2CC[C@@H](CC(=O)NCCN3CCCCC3)O[C@H]2CO)cc1	0.3	.	-8	0	-6	5	10	-0.7
CCn1ccc(C(=O)Nc2c(C)nn(Cc3c(F)c(F)c(F)c(F)c3F)c2C)n1	0.0	-6	.	0	-12	.	-11	.
O=C(NC(C1CC1)C1CC1)C1CCC(=O)N(CCCN2CCCC2=O)C1 (stereo unspecified)	0.2	2	6	-6	8	-10	-5	-1.9
CCOC(=O)N1CCN(C(=O)COC(=O)Cc2ccc(OC)cc2)CC1	0.2	-4	-5	-3	4	2	-14	-0.8
O=C(N1CCOCC1)C1(S(=O)(=O)c2ccccc2)CC=CC1	0.0	-11	5	3	-7	0	-4	0.7
Cc1ccc(NS(=O)(=O)c2ccc(Br)cc2)nc1	0.0	.	.	-2	13	-1	-14	-2.6
CN(C)CCNc1ncnc2c1ncn2[C@H]1CN(Cc2ccc(-c3ccccc3)cc2)C[C@@H](CO)O1	0.1	.	-6	-5	.	-8	8	2.9
CC(=O)N1CCN(C(=S)c2ccc(N(C)C)cc2)CC1	.	-4	-7	-1	-3	3	-24	-2.1
Cc1ccc(-c2csc3nnc(SCC(=O)Nc4nsc(-c5ccccc5)n4)n23)cc1	.	3	-3	.	-30	-7	.	.
O=C(NC(C(=O)NCCN1CCOCC1)C12CC3CC(CC(C3)C1)C2)C1CCCCC1 (stereo unspecified)	.	-6	-10	1	17	3	2	.
COc1ccc(S(=O)(=O)Nc2ccc3c(c2)OCO3)cc1OC	.	1	20	5	43*	1	-8	.
COc1ccc(S(=O)(=O)Nc2ccc3c(c2)C(=O)N([C@@H](C)CO)C[C@H](C)[C@@H](CN(C)C(=O)Nc2c(C)noc2C)O3)cc1	-0.9	-5	-1	1	12	3	-13	0.1
Cc1ccc2c(cnn2C(=O)CCC(=O)NC2CCCCC2)c1	0.0	5	9	2	-3	4	6	1.2
COc1ccccc1-c1nc(-c2ccccc2)nc(N2CCN(C)CC2)c1C#N	0.1	0	.	-5	-24	.	1	0.8
Cc1c(Br)c([N+](=O)[O-])nn1CC(=O)NCC1CCCO1 (stereo unspecified)	-0.1	-2	.	0	-1	.	-11	-1.0
C/C(=N/NC(=O)c1ccc(Br)o1)c1cccc(NC(=O)c2ccc(C)o2)c1	0.0	2	.	.	-4	7	.	.
O=C(O)CC1(CC(=O)Nc2cc(C(F)(F)F)cc(C(F)(F)F)c2)CCCCC1	0.0	4	-13	.	-28	-5	-20	-1.2
COc1ccccc1C1OC(c2cccc([N+](=O)[O-])c2)=NN1C(C)=O (stereo unspecified)	0.3	0	.	9	7	.	-20	-6.9
O=C(Cc1cccc2ccccc12)N/N=C/c1ccncc1	0.0	-3	.	4	8	.	-7	-0.2
CN(C)c1ccc(N=C/C=C2/N(C)c3ccccc3C2(C)C)cc1	-0.1	38	.	-1	-5	-7	-115	-0.9
Cc1ccc(S(=O)(=O)N(C)C[C@H]2Oc3ccc(NC(=O)Nc4cccc5ccccc45)cc3C(=O)N([C@@H](C)CO)C[C@@H]2C)cc1	-0.9	.	3	.	-36	.	.	-2.1
Cc1ccc(OCC(=O)Nc2cc(-c3nn4c(C)nnc4s3)ccc2C)cc1	0.3	0	2	.	1	10	3	-3.3
CC(NC(=O)NC1CCCCC1)C(c1cccs1)N1CCN(Cc2ccccc2)CC1 (stereo unspecified)	0.3	0	-3	2	-15	10	-11	1.5
O=C(COC(=O)c1ccc(Br)c(S(=O)(=O)N2CCOCC2)c1)NCCc1ccccc1	0.0	-1	2	-2	-11	1	-8	3.2
Cc1ccc(NC(=S)N(CCN(C)C)Cc2cccs2)cc1	-0.1	-1	3	-2	-1	-6	-34	-0.6
CCN(c1ccc(NC(=O)c2cccc(S(=O)(=O)N3CCN(C)CC3)c2)cc1)C(C)C	0.1	11	2	2	-24	-4	4	1.2
COc1ccc(CCNC(=S)N2CCN(S(=O)(=O)c3ccc(Cl)cc3)CC2)cc1	0.1	-11	0	0	5	-8	-9	3.4
O=C(C[C@@H]1C[C@@H]2c3cc(NC(=O)Nc4ccccc4)ccc3O[C@@H]2[C@H](CO)O1)NC1CCCC1	0.4	3	2	2	-13	6	1	-0.8
CC(=O)NS(=O)(=O)c1ccc(NC(=O)c2cccc(OCc3c(C)noc3C)c2)cc1	0.0	.	-1	-2	0	7	-15	3.0
COc1ccc(S(=O)(=O)N(C)CC(=O)NC2CCCC2)cc1Cl	.	-4	2	.	12	-9	.	.
COc1cc(C(=S)N2CCOCC2)cc(OC)c1OC(=O)c1ccc([N+](=O)[O-])cc1[N+](=O)[O-]	-0.1	4	6	0	1	-7	-16	-0.9
Cc1noc(C)c1NC(=O)Nc1cccc2c1O[C@@H](CN(C)Cc1ccncc1)[C@@H](C)CN([C@H](C)CO)C2=O	-0.1	.	0	2	-6	4	-6	-3.7
C/C=C/c1ccc2c(c1)O[C@H](CN(C)C(=O)Cc1ccccc1)[C@@H](C)CN([C@H](C)CO)S2(=O)=O	-0.2	1	-3	6	-8	0	12	-0.4
O=C(C1CC(=O)N(c2ccc3c(c2)OCCO3)C1)N1CCN(S(=O)(=O)c2cccc(F)c2)CC1 (stereo unspecified)	-0.1	-3	-2	-1	-6	3	-17	-2.1
COCC(=O)Nc1ccc2c(c1)C(=O)N(C)[C@@H]1CC[C@H](CC(=O)O)O[C@@H]1CO2	0.1	0	-1	.	3	7	.	0.2
O=C(Nc1ccc(S(=O)(=O)Nc2ncccn2)cc1)c1ccc(F)c(S(=O)(=O)N2CCOCC2)c1	0.5	-4	0	.	15	-9	-89	-3.2
CCOCCn1c(CN(C)Cc2ccccc2)nc2c1c(=O)n(C)c(=O)n2C	-0.3	-2	-2	-2	11	-2	-3	0.2
O=C(NCC1CC1)c1csc([C@@H]2O[C@H](CO)[C@H](O)[C@H](O)[C@H]2O)n1	-0.1	.	-2	-3	-7	-4	-2	-1.3
Cn1c(N)c(C(=O)CSc2nnc(Cc3cccs3)n2C2CC2)c(=O)n(C)c1=O	0.0	-4	-8	1	-19	-5	-15	-0.1
CC1CCCC(C)N1C(=O)COC(=O)C1CCN(S(=O)(=O)c2ccc3c(c2)OCCO3)CC1 (stereo unspecified)	0.2	4	-7	0	-11	7	-5	-5.1
COc1cc(CN2CCC(CO)(CCOc3ccccc3)CC2)cc(OC)c1OC	0.3	.	.	-2	-4	.	-10	2.5
OC(COc1cccc(OCC(O)CN2CCOCC2)c1)CN1CCOCC1 (stereo unspecified)	0.1	-2&2	-1&-7	3&-3	8&6	-6&-14	-12&-6	2.7
CCOC(=O)c1c(-c2ccccc2)csc1NC(=O)/C(C#N)=C\c1ccc(O)c(OC)c1	0.3	-2	.	5	20	.	-62	-0.6
COc1ccc(Cl)cc1-c1nc(SCC(=O)NC2CCCC2)n[nH]1	0.2	6	-13	-2	21	-3	-16	3.9
C1CC1Cc1noc(CN2CCN(CC3CC3)CC2)n1	0.1	0	.	8	0	.	-3	1.4
COc1ccnc(Oc2ccccc2)n1	0.0	-7	4	-2	12	4	-12	3.8
CS(=O)(=O)Nc1ccc2c(c1)[C@H]1C[C@@H](CC(=O)NCC(F)(F)F)O[C@@H](CO)[C@H]1O2	-0.1	-9	-1	2	8	-13	12	1.6
Cc1ccc(S(=O)(=O)N(C)C[C@H]2Oc3c(NC(=O)C4CCOCC4)cccc3C(=O)N([C@@H](C)CO)C[C@H]2C)cc1	0.0	-6	3	2	0	-13	-11	0.5
C[C@@H]1CN([C@@H](C)CO)C(=O)c2cccc(NC(=O)c3ccc(-c4nccs4)cc3)c2O[C@H]1CN(C)Cc1ccccc1	0.1	8	12	-3	-26	-13	9	-3.3
CCC1=NC(c2ccc(Br)cc2)N(O)C1(C)C (stereo unspecified)	0.1	-1	-1	5	1	-1	-5	0.6
CN(C)S(=O)(=O)c1ccc(C(=O)NCCC(=O)N2CCCC2)cc1	0.0	.	-2	-6	2	4	-5	0.2
Cc1c(Cl)cccc1NC(=O)Nc1ccccc1C(N)=O	0.1	0	.	8	24	.	-15	3.3
CCOC(=O)c1ccc2c(c1)N(C)C(=O)c1ccccc1S2	.	-9	-7	15	-13	0	9	.
CCc1cccc2c(C(=O)CSc3nnc(C4CC4)o3)c[nH]c12	-0.1	.	9	-2	10	1	-13	2.5
CCCCc1c(C)nc2nc(SCc3ccc(Cl)cc3)[nH]n2c1=O	0.2	-6	-5	0	-40	0	-7	0.6
Cc1nc2c3ccccc3nc(NNC(=O)CCC(=O)N3CCN(c4ccc(F)cc4)CC3)n2n1	0.0	-6	-6	3	12	6	-4	2.6
CCN1C(=O)C(F)(CC)C(=O)c2ccccc21 (stereo unspecified)	0.0	1	.	.	37	-5	.	.

A second format for part of the listing above:
structure,Xi reactivation,ARNT-TACC3 inh,esBAF inh,ERAP1 inh,GSIS activator,RAD54 branch,RAD52 inh,CFTR F508del cor
CS(=O)(=O)Nc1ccc2c(c1)[C@H]1C[C@@H](CC(=O)NCC(F)(F)F)O[C@@H](CO)[C@H]1O2,-0.1,-9,-1,2,8,-13,12,1.6
Cc1ccc(S(=O)(=O)N(C)C[C@H]2Oc3c(NC(=O)C4CCOCC4)cccc3C(=O)N([C@@H](C)CO)C[C@H]2C)cc1,0.0,-6,3,2,0,-13,-11,0.5

(list continues)
SMILES	Xi reactivation	ARNT-TACC3 inh	esBAF inh	ERAP1 inh	GSIS activator	RAD54 branch	RAD52 inh	CFTR F508del cor
CCCCCCCC(=O)NNC(=O)c1c(O)c2ccccc2[nH]c1=O	0.0	-3	-6	-2	-7	0	-13	0.1
Cc1[nH]nc2c1C(CCc1ccccc1)C(C#N)=C(N)O2 (stereo unspecified)	.	2	-11	5	-5	1	-20	-0.9
CC(C)NC(=O)Nc1cccc2c1O[C@H](CN(C)C(=O)NC1CCCCC1)[C@@H](C)CN([C@H](C)CO)C2=O	-0.1	-5	-3	-4	-3	8	-4	0.9
CCN(CC(=O)N1CCCC1)S(=O)(=O)c1ccc2ccccc2c1	0.0	-1	-7	-2	3	10	-10	-0.8
Cc1cccc(-n2c(SCC(N)=O)nc3c(c2=O)C2(CCCCC2)Cc2ccccc2-3)c1	.	-12	-8	.	7	1	.	.
Nc1nnc(SCCCC(=O)c2ccc(Br)cc2)s1	0.0	-1	.	-1	2	.	-12	-3.6
COc1ccc(CN(C)C[C@@H]2OCCCC[C@H](C)Oc3ccc(NC(=O)c4ccccc4)cc3C(=O)N([C@H](C)CO)C[C@@H]2C)cc1	0.3	2	1	2	-7	-2	15	3.5
Cc1ccc(CN(C)C(=O)c2c(C)nn(-c3ccccc3)c2C)cc1	0.3	-13	-7	-1	16	.	-3	0.3

Screens: PubChem BioAssay, Broad Institute
